# TDP1 inh: inhibitors of human tyrosyl-DNA phosphodiesterase TDP1. recombinant TDP1, AlphaScreen DNA substrate cleavage. Potency, µM (titrated, usually from 130 µM), inactives show top-dose activity change, negative = inhibition, most hits filed as inhibitors. actives 0.28% (n = 350,000); also: nearly all actives have a fitted effect of over 40% in size
# Target sequence (Q9NUW8 whole entry, looked up): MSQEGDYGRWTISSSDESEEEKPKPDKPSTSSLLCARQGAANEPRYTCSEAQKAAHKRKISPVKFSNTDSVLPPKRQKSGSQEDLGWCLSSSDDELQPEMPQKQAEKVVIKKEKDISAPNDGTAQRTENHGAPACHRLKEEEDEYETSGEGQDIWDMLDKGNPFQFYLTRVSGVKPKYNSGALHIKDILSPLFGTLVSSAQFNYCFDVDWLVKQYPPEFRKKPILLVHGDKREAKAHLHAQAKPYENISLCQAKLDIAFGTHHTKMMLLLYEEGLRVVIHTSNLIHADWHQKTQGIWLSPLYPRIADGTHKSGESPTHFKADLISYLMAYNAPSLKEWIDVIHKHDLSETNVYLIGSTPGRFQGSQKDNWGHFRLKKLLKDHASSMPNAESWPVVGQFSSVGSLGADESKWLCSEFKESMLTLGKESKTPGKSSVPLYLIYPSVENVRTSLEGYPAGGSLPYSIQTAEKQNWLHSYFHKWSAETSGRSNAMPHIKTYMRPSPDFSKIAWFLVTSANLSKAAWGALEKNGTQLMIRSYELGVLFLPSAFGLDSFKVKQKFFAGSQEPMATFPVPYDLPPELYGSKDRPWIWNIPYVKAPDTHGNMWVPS
#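 Tdp1 1 nM final; 15 min RT w/ cpd; substrate 15 nM, 5 min; beads 10 ug/ml, 10 min; AlphaScreen read. Neg ctrl: no enzyme.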
# TDP1 cell CPT: growth inhibition of DT40 Tdp1-/-;hTDP1 cells with camptothecin (screen for TDP1 inhibitors). chicken DT40 Tdp1-/-;hTDP1 cells + 20 nM CPT, ATP luminescence, 48 h. AID 686979. actives 12% (n = 420,000). Potency, µM (highest dose often 46.2 µM), without a hit: top-dose activity change, negative = growth inhibition, most hits filed as inhibitors; also: nearly all actives have a fitted effect of over 55% in size
#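 Chicken DT40 Tdp1-/- cells stably complemented with human TDP1 were seeded at 400 cells/well in medium containing 20 nM camptothecin, exposed to pin-transferred compounds, and grown at 37 °C for at least 48 hr. Viability was read as ATP luminescence.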
# DT40 TDP1 no CPT: qHTS for Inhibitors of human tyrosyl-DNA phosphodiesterase 1 (TDP1): qHTS in cells in absence of CPT. DT40 Tdp1-/- hTDP1 cells, no CPT, ATP luminescence, 48 h. Potency, µM (top dose mostly 46.2 µM), for inactives: at the highest dose activity change, negative = growth inhibition, hits mostly inhibitors. actives 15% (n = 420,000); also: nearly all actives have a fitted effect of over 55% in size
#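 DT40 Tdp1-/-;hTDP1 cells, no CPT (DMSO vehicle only), 400 cells/well; compounds pin-transferred; ≥48 hr, 37 °C; CellTiter-Glo 30 min RT dark, luminescence read.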
# * = called active by the depositor; u = inconclusive; x = no result given; & = joins results of further samples; [ ] = another dose, or the depositor's remark. Calls follow the shape of the dose curve; as a rule, active = well fitted curve in the direction sought with a large enough effect; inconclusive = small, poorly fitted or top-dose-only effect, or another doubt; inactive = no such curve, though single readings can be large; an effect the other way counts as inactive or inconclusive. % is scaled to controls: 0 for no effect and ±100 for the full control effect; potency is read from the fitted curve at half-maximal effect.
compound	TDP1 inh	TDP1 cell CPT	DT40 TDP1 no CPT
CCc1ccccc1NC(=S)N=Nc1c(O)n(C)c2ccc(S(=O)(=O)N3CCOCC3)cc12	-7.9%	5.17µM*	5.8µM*
NS(=O)(=O)c1cccc(NC(=O)COC(=O)C2(c3cccc(F)c3)CCCC2)c1	-1.2%	u	u
CCCCc1nn2c(=O)cc(COC(=O)c3ccco3)nc2s1	8.4%	-16.7%	-2.2%
CC(=O)N1CCOc2ccc(S(=O)(=O)NCc3ccc(F)cc3)cc21	44.7µM*	-4.2%	18.5%
CC1CCN(C(=O)c2[nH]cnc2C(=O)NC2CCN(C(=O)OC(C)(C)C)CC2)CC1	9.2%	u	-5.3%
CCC1(C)Cc2ccccc2-c2nc(NCCCO)n(C)c(=O)c21 (configuration not stated)	-2.6%	u	u
O=C(COc1ccc(S(=O)(=O)NCc2ccccc2)cc1)NCC1CCCO1 (configuration not stated)	-10.9%	0.3%	-4.3%
CN(CC(=O)Nc1ccc(F)cc1)C(=O)CSc1ncccn1	x	9.9%	14.1%
Cc1ccc(-c2c[n+](CC(=O)Nc3c(C)cccc3C)c3n2CCC3)cc1	1.2%	u	u
COC(=O)c1ccc2nccnc2c1	7.7%	0.1%	-3.8%
O=C(OCC(=O)N1CCCCCC1)c1ccc(Cl)c(S(=O)(=O)N2CCCC2)c1	x	23.1µM*	u
COc1ccc(NC(=O)c2cc(-c3ccccc3)on2)cc1OC	x	-24.2%	-5.2%
Cc1ncsc1C(=O)Nc1cccc(C(F)(F)F)c1	x	-5.6%	-17.9%
O=S(=O)(Nc1cccc(-c2ccc(N3CCCC3)nn2)c1)c1ccc(F)c(C(F)(F)F)c1	4.1%	6.5%	2.1%
COc1cc(/C=C(\C#N)C(=O)NCC2CCCO2)c([N+](=O)[O-])cc1OC (configuration not stated)	-7.8%	-9.9%	u
CCOC(=O)Cn1c(CN2CC(C)OC(C)C2)nc2c1c(=O)n(C)c(=O)n2C (configuration not stated)	2.6%	-8.8%	5.0%
O=C1NCCN(Cc2c(F)cccc2Cl)C1CC(=O)N1CCCCO1 (configuration not stated)	0.0%	-11.8%	-29.7%
O=C(NC1CC(=O)c2sccc21)c1cccc(C(F)(F)F)c1 (configuration not stated)	5.1%	7.5%	-4.6%
Cc1ccccc1N(C)S(=O)(=O)c1nnc(NC(=O)C(C)C)s1	7.8%	6.4%	5.9%
O=C(Nc1cccc(F)c1)N1CCC2(CC1)CCN(C(=O)c1csnn1)CC2	x	6.9%	-24.0%
C=CCN(C(=O)CCC(=O)Nc1cc(C)on1)C(C(=O)NC(C)(C)C)c1cccc(OC)c1OC (configuration not stated)	4.2%	-1.9%	-5.7%
CCOC(=O)CNC(=O)CSc1nc(-c2ccc(OC)cc2)ns1	-1.2%	-28.0%	u
COc1ccc(N2CC(NC(=O)C3CC3)CC2=O)cc1 (configuration not stated)	0.0%	14.4%	-11.7%
CCc1ccc(C(C#N)=CC=Cc2ccccc2)cc1	x	u	20.6µM*
Cc1c(C)n(CCc2ccccc2)c2ncnc(NCCCN(C)C)c12	x	u	u
COc1ccccc1CN(C)C(=O)c1cc(S(=O)(=O)N2CCCCCC2)ccc1OC	x	u	u
O=c1[nH]c(SCc2ccccc2)nc2c1CCCC2	0.0%	u	u
O=C(/C=C/c1cccc([N+](=O)[O-])c1)Nc1ccc(NC(=O)c2cccs2)cc1	-4.1%	4.8%	2.9%
CCCOc1ccc(/C=C/C(=O)N2CCN(c3ccccn3)CC2)cc1	1.3%	u	u
CCC(CC)C(=O)Nc1cccc(C(=O)NCc2ccco2)c1	-12.6%	-23.2%	u
COc1ccc(C(=O)CSc2nnc(CCc3ccccc3)n2-c2ccccc2)cc1	7.3%	16.4µM*	14.6µM*
Clc1ccc2nc(N3CCCCC3)[nH]c2c1	1.0%	-22.7%	-9.7%
Cc1ccc(Cc2c(-c3ccccc3)nc3c4ccccc4ccn23)cc1	x	23.1µM*	20.6µM*
CCc1ccc(N2CCN(C(=O)c3ccc(OC)c(OC)c3)CC2)cc1	6.5%	u	13µM*
CCCn1c(NCc2ccccc2F)nc2ccccc21	5.1%	5.1%	u
CCc1ccc(NC(=O)CCNC(=O)Cn2ccc3ccccc3c2=O)cc1	x	2.7%	-12.5%
O=C(NCCN1CCOCC1)c1ccccc1Oc1ccccc1	8.7%	-8.4%	-7.9%
O=c1c2ccccc2nc2n1CCCN2	3.0%	21.8%	3.5%
CCCCn1c(NC(C)CC)nc2c1c(=O)[nH]c(=O)n2C (configuration not stated)	-1.9%	-21.6%	u
N#C/C(=C\c1cccc(O)c1)C(=O)Nc1ccc2c(c1)OCCO2	11.4%	u	-26.6%
O=C(Nc1ccc(NC(=O)c2ccccc2F)cc1)c1ccccc1F	x	-12.9%	-0.1%
COc1ccc(CCNC(=O)C(=O)NCC(c2cccs2)S(=O)(=O)c2ccc(F)cc2)cc1 (configuration not stated)	5.2%	u	23.1µM*
CN(C)c1cccc(C(=O)NCC2CCCO2)c1 (configuration not stated)	4.8%	-5.0%	4.9%
CCCN(CC(=O)Nc1ccccc1C)C(=O)/C=C/c1cccs1	2.7%	-8.7%	-26.7%
O=C(CN1C(=O)NC2(CCc3ccccc32)C1=O)NCCc1ccccc1 (configuration not stated)	-1.0%[56.1 µM]	1.6%	-3.7%
O=C(NCc1ccncc1)NC12CC3CC(CC(C3)C1)C2	3.8%	3.9%	-16.2%
CCc1nnc(NC(=O)c2ccc(OCc3c(C)noc3C)c(OC)c2)s1	-2.9%	-2.0%	-26.7%
CCOC(=O)[C@]12CCCC=C1N(CCC1=CCCCC1)C(=O)[C@H](CC(=O)N1CCN(C(=O)c3ccco3)CC1)C2	x	u	u

# Profiles, looked up by structure. Order of screens: TDP1 inh | TDP1 cell CPT | DT40 TDP1 no CPT
# Listed for O=C(Nc1cccc(F)c1)N1CCC2(CC1)CCN(C(=O)c1csnn1)CC2 : x | 6.9% | -24.0%
# Listed for O=C(OCC(=O)N1CCCCCC1)c1ccc(Cl)c(S(=O)(=O)N2CCCC2)c1 : x | 23.1µM* | u
# Listed for O=C(NC1CC(=O)c2sccc21)c1cccc(C(F)(F)F)c1 (configuration not stated) : 5.1% | 7.5% | -4.6%
# Listed for CCCn1c(NCc2ccccc2F)nc2ccccc21 : 5.1% | 5.1% | u

# (next part)
compound	TDP1 inh	TDP1 cell CPT	DT40 TDP1 no CPT
CN1CCN(S(=O)(=O)c2ccc(NC(=O)C(C)(C)C)cc2)CC1	5.1%	-4.4%	-10.0%
O=C1c2ccccc2C(=O)N1CCCn1ccnc1	2.7%	-4.9%	u
CC(=O)Nc1ccc(C=NNc2ccc(S(=O)(=O)Nc3ccccc3C(=O)O)cc2[N+](=O)[O-])cc1	-3.4%	12.3%	-12.2%
COc1ccc2c(CN3CCN(S(=O)(=O)c4cccs4)CC3)cc(=O)oc2c1	2.7%	-24.3%	u
Cc1ccc(-c2noc(CNC(=O)COc3ccccc3C)n2)cc1	1.1%	-13.8%	5.3%
CCOc1cc(/C=N/Nc2cccc(C(=O)O)c2)ccc1OCC(=O)N1CCCCC1	3.1%	5.8%	0.3%
COc1ccc2nc3cccc(OC)c3nc2c1	2.5%	u	u
CC(C)[C@H](N)c1nnc(SCC(=O)c2ccc(Cl)cc2)o1	8.0%	11.6µM*	13µM*
C=CCNC(=S)NCC	1.4%	-3.8%	4.9%
COC1C(CO)OC(n2c3c(Cl)cccc3c3c4c(c5c6cccc(Cl)c6[nH]c5c32)C(=O)NC4=O)C(O)C1O (configuration not stated)	x	0.517µM*	2.59µM*
COc1ccc(OC)c(-c2c[n+](=O)c3c(n2[O-])CCCC3)c1	-6.2%	-4.6%	8.9%
CC(CCC(=O)Nc1nncs1)C(=O)O (configuration not stated)	0.0%	10.6%	16.2%
CN(c1ccc(C(=O)NC2CC3CCC2C3)cc1)S(C)(=O)=O (configuration not stated)	5.9%	-26.5%	-23.2%
COc1ccccc1NC(=O)CN(c1ccccc1F)S(C)(=O)=O	11.4%	-1.2%	-5.4%
NS(=O)(=O)c1ccc2c(c1)oc(=O)c1cc(S(N)(=O)=O)ccc12	-3.0%	-0.5%	6.0%
CCOC(=O)[C@]12CCC=C1N(Cc1ccc(Cl)cc1Cl)C(=O)[C@H](CC(=O)NCC13CC4CC(CC(C4)C1)C3)C2	x	u	20.6µM*
CN(C)/C=C/C(=O)c1cccc(Oc2ncccn2)c1	2.5%	-7.2%	9.3%
Cc1ccc(CCNC(=O)CCSCc2ccccc2Cl)cc1	0.0%	-20.0%	-21.1%
CCC(C)(C)NC(=O)CCn1c(-c2ccccc2)cc(C(C)=O)c1C	4.9%	-1.1%	u
CC(C)=CC[N+]1(C)CCCCC1	-3.2%	-8.9%	-15.1%
CC1CN(S(=O)(=O)c2cccc(C(=O)NN3CCN(C)CC3)c2)CC(C)O1 (configuration not stated)	4.2%	0.8%	8.7%
O=C(COc1ccc2ccccc2c1)Nc1ccc(O)c(-c2nc3ccccc3o2)c1	x	u	u
COc1ccc(-n2ncc3c(NC(C)C)ncnc32)cc1	2.8%	-1.4%	u
COc1ccc(C(=O)OC(C)C(=O)NC(C)CCc2ccccc2)cc1[N+](=O)[O-] (configuration not stated)	-0.3%	-7.5%	u
CSc1cccc(NC(=S)N(Cc2ccc(C)cc2)Cc2cccnc2)c1	2.6%	u	20.6µM*
C(=N\N1CCN(Cc2ccccc2)CC1)/c1cccs1	7.9%	-12.1%	-17.6%
CC1C(=O)Nc2ccc(S(=O)(=O)N3CCCCCC3)cc21 (configuration not stated)	-0.2%[56.1 µM]	-10.2%	-4.8%
Cc1ccc(S(=O)(=O)N[C@H](C(=O)N2CCC(C(=O)N3CCC[C@H]3C(=O)O)CC2)C(C)C)cc1	1.0%	-18.5%	-8.2%
NS(=O)(=O)OCCCc1ccc(C(F)(F)F)cc1	x	u	u
CSCC[C@H](NC(=O)Nc1ccc(OC(F)(F)F)cc1)C(=O)O	3.8%	9.0%	-11.8%
O=C(Nc1ccc(F)cc1)c1csc(Cc2ccccc2)n1	-1.3%	-23.2%	-0.2%
Cc1ccc(CNC(=O)[C@]2(C)CCC[C@@]3(C)C4CC[C@@]5(C)C[C@]4(CCC32)CC5=O)cc1 (some centres not stated)	1.7%	u	u
Cc1ccc(C)c(NC(=O)c2nc(S(=O)(=O)Cc3ccc(F)cc3)ncc2Cl)c1	7.0%	1.46µM*	2.06µM*
CCOC(=O)[C@]12CCCC=C1N(CCC1=CCCCC1)C(=O)[C@H](CC(=O)NCc1cccc(C(F)(F)F)c1)C2	x	18.4µM*	u
O=C(c1ccc(O)cc1)c1ccc(C(=O)c2ccc(O)cc2)cc1	2.9%&6.1%	-27.8%	u
O=C(c1ccc(C(=O)N2CCCc3ccccc32)s1)N1CCCc2ccccc21	6.2%	u	u
COc1ccc(CN2CCCN(S(=O)(=O)c3ccc(Br)cc3)CC2)cc1	x	u	18.4µM*
COC(=O)c1ccccc1NC(=O)CN1CCC(C)CC1	4.8%	12.9%	-20.8%
NC1=NC(=O)/C(=C/c2cn(Cc3ccccc3)c3ccccc23)S1	-4.6%	u	u
Cc1cccn2cc(CNC(=O)c3ccc(Br)o3)nc12	x	0.3%	-0.1%
CCC(=O)NC1(C(F)(F)F)C(=O)Nc2c1c(=O)[nH]c(=O)n2Cc1ccco1 (configuration not stated)	-1.2%	-4.6%	u
CCN1CCN(C(=O)c2cc3cc4cc(OC)ccc4nc3s2)CC1	-2.3%	-23.5%	u
O=C(/C=C/c1cc([N+](=O)[O-])ccc1OC(F)F)Nc1cccc(OC(F)F)c1	0.0%	-3.9%	-12.6%
COc1ccc(-c2nc3cnc(N(C)C)nc3n(CCC#N)c2=O)cc1	x	-17.9%	5.8%
CN(CC(=O)NCc1ccccc1Cl)S(=O)(=O)c1ccc2c(c1)n(C)c(=O)c(=O)n2C	1.3%	2.2%	23.6%
COc1ccc(C(=O)COC(=O)CN2C(=O)C3C4C=CC(C4)C3C2=O)cc1 (configuration not stated)	4.8%	-12.7%	3.0%
COc1ccc(OC)c(NC(=O)CNC(=O)c2ccc([N+](=O)[O-])cc2)c1	6.2%	u	u
CCOc1ccc(/C=N/n2c(C3CCCCC3)n[nH]c2=S)cc1	x	u	u
CCOc1ccc(CNC(=O)CCCn2nc(C)c3c(C)n(-c4ccc(C)cc4)nc3c2=O)cc1	-7.0%&0.0%	u	u

# Assay outcomes from PubChem BioAssay.
